Screening data (PubChem BioAssay)
TbPYK inhibitor: qHTS of Trypanosoma Brucei Inhibitors; Potency, µM (titrated, usually from 76.8 µM), without a hit: at the highest dose activity, negative = inhibition, usual class: inhibitors; 410,000 tested, 0.12% active; TbPYK enzyme, Kinase-Glo Plus ATP luminescence, 45 min; AID 624173, 2012; pyruvate kinase (Trypanosoma brucei), Q57TT1; active = well fitted inhibition curve with a large enough effect; also: nearly all actives have a fitted effect of over 50% in size
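TbPYK + substrate in 50 mM TEA pH 7.2, 100 mM KCl, 10 mM MgCl2, 0.05% BSA, 0.01% Tween-20; cpd pinned; ADP 130 uM final; 45 min RT; Kinase-Glo Plus 10 min; luminescence endpoint.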
* = called active by the depositor; [ ] = another dose, or the depositor's remark. % is scaled to controls: 0 for no effect and ±100 for the full control effect; potency is read from the fitted curve at half-maximal effect.

COc1ccc(/C=C\c2onc(C)c2S(=O)(=O)N2CCC(C(=O)Nc3ccc(Cl)cc3)CC2)cc1 was read as TbPYK inhibitor 0%.
CCc1c(CN2CCN(c3ccc(F)cc3)CC2)csc1C was read as TbPYK inhibitor 2%.
Cc1nnc(NCC=Cc2ccccc2)s1 was read as TbPYK inhibitor -30%.
Screening Cc1ccc(-c2nnc(Nc3cccc(O)c3)c3ccccc23)cc1S(=O)(=O)N1CCN(C)CC1 returned TbPYK inhibitor -2%.
CC1=C(C(=O)Nc2ccccc2)C(c2ccncc2)n2nc(SCc3ccccc3)nc2N1 (stereo not drawn) was read as TbPYK inhibitor -2%.
CC(C)(Oc1ccc(Br)cc1)C(=O)Nc1cc(-c2nc3ccccc3[nH]2)ccc1Cl was read as TbPYK inhibitor 2%.
`COc1cccc(C(C)(O)c2nc(-c3ccc(OC)nc3)cs2)c1` (stereo not drawn) gave TbPYK inhibitor 3%.
Screening CCc1ccc(-n2c(=O)c3ccccc3n(Cc3ccccc3C#N)c2=O)cc1 returned TbPYK inhibitor -3%.
For Cc1cc(C)c(NC(=O)Cn2c(=O)n(CC(=O)NCCc3ccccc3)c(=O)c3ccccc32)c(C)c1 the results were TbPYK inhibitor 3%.
For O=C1NC(=O)C(c2ccccc2)(c2ccccn2)N1 (stereo not drawn) the results were TbPYK inhibitor -9%.
`O=C(Nc1ccccc1)c1cc(C2COCCN2C(=O)CCCc2ccccc2)on1` (stereo not drawn) gave TbPYK inhibitor 0%.
`CCOc1ccc(NC(=O)Cn2nnc(-c3nc(-c4ccncc4)no3)c2N)cc1` gave TbPYK inhibitor 3%.
For Cc1c(N)nc([C@@H](CC(N)=O)NC[C@H](N)C(N)=O)nc1C(=O)N[C@H](C(=O)N[C@H](C)[C@H](O)[C@H](C)C(=O)N[C@@H](C(=O)NCCc1nc(-c2nc(C(=O)NCCC[S+](C)C)cs2)cs1)[C@H](C)O)[C@H](O[C@@H]1O[C@@H](CO)[C@@H](O)[C@H](O)[C@@H]1O[C@H]1O[C@H](CO)[C@H](O)[C@H](OC(N)=O)[C@@H]1O)c1cnc[nH]1 the results were TbPYK inhibitor 8%.
CCOc1ccc(NC(=O)CN(C)C(=O)c2cccc(S(=O)(=O)N3CCN(C)CC3)c2)cc1OCC was read as TbPYK inhibitor -1%.
`C[C@@H]1CN([C@H](C)CO)C(=O)CCCn2nncc2CO[C@H]1CN(C)S(=O)(=O)c1ccc(F)cc1` gave TbPYK inhibitor -4%.
`Cc1cc2c(cc1S(=O)(=O)N(CCO)Cc1ccccc1)OCC(=O)N2` gave TbPYK inhibitor -1%[15.4 µM].
Screening CCc1cccc(C)c1NC(=O)C(CC)Sc1nc2ccncc2[nH]1 (stereo not drawn) returned TbPYK inhibitor -6%.
`Cc1ccc(C(=O)Nc2ccccc2C(=O)OCc2cc(=O)n3nc(C(C)C)sc3n2)cc1` gave TbPYK inhibitor 3%.
CCCCOc1ccc(C2C(C(=O)Nc3ccccc3OC)=C(C)Nc3nnnn32)cc1OC (stereo not drawn) was read as TbPYK inhibitor -1%.
Screening CCOc1ccc(CCNC(=O)c2ccc(CS(=O)(=O)Cc3ccccc3Cl)o2)cc1OCC returned TbPYK inhibitor 5%[15.4 µM].
For CCOC(=O)c1ccc(N2C(=O)c3n[nH]c(C)c3C2c2ccc(O)c(OC)c2)cc1 (stereo not drawn) the results were TbPYK inhibitor -7%.
COc1cccc(NC(=O)Cn2c(=O)n(-c3ccccc3)c(=O)c3ccc(C(=O)NCc4ccc5c(c4)OCO5)cc32)c1 was read as TbPYK inhibitor -1%.
Screening C/C=C/c1cccc(-c2nc(C(=O)N3CCOCC3)cc3c2[C@H](CCO)N(C(=O)NC(C)C)C3)c1 returned TbPYK inhibitor 0%.
For O=C(CCCn1c(=O)c2cccn2c2cccnc21)NCc1ccccc1Br the results were TbPYK inhibitor 1%.
Screening Cc1ccc(S(=O)(=O)N2CCN(C(=O)[C@H](Cc3ccccc3)NC(=O)c3ccco3)CC2)cc1 returned TbPYK inhibitor 1%.
`O=C(NC1CCCCC1)c1ccc(CSc2nc3cccnc3n2Cc2ccc(F)cc2)cc1` gave TbPYK inhibitor -8%.
`COCCCNc1nc(NCc2ccc(C)cc2)c2cnn(C)c2n1` gave TbPYK inhibitor 0%.
Screening CCc1ccc(OCC(=O)N(Cc2ccc(C)o2)C2CCS(=O)(=O)C2)cc1 (stereo not drawn) returned TbPYK inhibitor -6%.
`COc1ccc(C2CC(=O)c3cc(-c4nc(-c5ccc(Cl)cc5)cs4)c(=O)[nH]c3C2)cc1` (stereo not drawn) gave TbPYK inhibitor 2%.
COc1cc(OC)c(NS(=O)(=O)c2cc3c(cc2C)N(C(C)=O)CCO3)cc1Cl was read as TbPYK inhibitor -3%.
Screening CNc1ccc(-c2cc(OC)ccc2OC)cn1 returned TbPYK inhibitor -8%.
Screening O=C(OCc1cn([C@H]2C[C@H](c3ccc(Cl)cc3)N(Cc3cccs3)C[C@@H]2O)nn1)c1ccccc1 returned TbPYK inhibitor -2%.
`Cc1ccc(-n2c(=O)c3sc4ccccc4c3n(C)c2=O)cc1F` gave TbPYK inhibitor 0%.
`CCc1ccccc1NC(=O)Nc1cc(C(=O)NCc2ccccc2OC)ccc1N1CCCC1` gave TbPYK inhibitor 1%.
For COc1ccc(NC(=O)N2CCc3c([nH]c4ccc(OC)cc34)C2c2ccc(OC)cc2)cc1 (stereo not drawn) the results were TbPYK inhibitor 3%.
`C[C@H](CO)N1C[C@H](C)[C@@H](CN(C)S(=O)(=O)c2ccc(C#N)cc2)OCc2cn(nn2)CCCC1=O` gave TbPYK inhibitor -2%.
`CCCCN(CC)CCCNC(=O)c1ccc2c(c1)N(Cc1ccc(C)cc1)C(=O)c1ccccc1S2` gave TbPYK inhibitor 1%.
`CCCNC(=O)c1cc(C2CCCCN2C(=O)c2cc(F)ccc2C)on1` (stereo not drawn) gave TbPYK inhibitor -8%.
For O=C1OC(c2ccccc2)(c2cc(Br)ccc2O)c2ccccc21 (stereo not drawn) the results were TbPYK inhibitor -6%.
For Cc1cc(C)c2c(=O)cc(C(=O)Nc3sc4c(c3C(=O)NCc3cccnc3)CCCC4)oc2c1 the results were TbPYK inhibitor -5%.
Screening COc1ccc(NC(=O)C2(C)CCN2CCc2ccccc2)cc1OC (stereo not drawn) returned TbPYK inhibitor -3%.
Cc1ccc(NC(=O)CSc2nnc(-c3nnn(-c4ccc(F)cc4)c3C)o2)cc1Br was read as TbPYK inhibitor 0%.
COc1cc(/C=C/C(=O)OCC(=O)c2ccc[nH]2)ccc1O was read as TbPYK inhibitor 1%.
For FC(F)(F)c1ccccc1Cc1c(-c2ccco2)nc2ccc(Br)cn12 the results were TbPYK inhibitor -21%.
`Cc1nn2c(-c3ccco3)ccnc2c1-c1ccc(F)cc1` gave TbPYK inhibitor 3%.
For C=CCn1c2c(c3ccccc31)CCC2 the results were TbPYK inhibitor 3%.
Screening C[C@H](CO)N1C[C@H](C)[C@H](CN(C)S(=O)(=O)c2ccc(F)cc2)OCc2cnnn2CCCC1=O returned TbPYK inhibitor -12%.
For Cc1ccccc1-c1nc2cc(NC(=O)Cc3ccc(Cl)cc3)ccc2o1 the results were TbPYK inhibitor -6%.
`O=S(=O)(c1ccc(F)c(F)c1)N1CCCCCCC1` gave TbPYK inhibitor 4%.
For O=C(NCC1CCCO1)c1c[nH]c2ccc(S(=O)(=O)Nc3ccc(F)cc3F)cc2c1=O (stereo not drawn) the results were TbPYK inhibitor 4%.
For O=C(N/N=C/c1ccc(Br)cc1)c1ccc(NC(=O)c2ccccc2)cc1 the results were TbPYK inhibitor 1%.
`CC1(C(=O)NCc2ccccc2Br)CCN1C(=O)CCc1ccc(Cl)cc1Cl` (stereo not drawn) gave TbPYK inhibitor 2%.
Screening CCN(C(=O)CSc1nnc(C)n2c1cc1occc12)c1ccccc1 returned TbPYK inhibitor -1%.
`CC1Cc2ccccc2N1CC(=O)Nc1cc(S(=O)(=O)N2CCOCC2)ccc1Cl` (stereo not drawn) gave TbPYK inhibitor 1%.
CC(=O)N1CCc2cc(Br)cc(S(=O)(=O)N3CCN(c4cccc(C(F)(F)F)c4)CC3)c21 was read as TbPYK inhibitor 1%.
Screening Cc1ccc(C)c(CSc2nnc(C)n3c2cc2sccc23)c1 returned TbPYK inhibitor -3%.
Screening COc1ccccc1NC(=O)Nc1nc(C(N)C2CCCCC2)cs1 (stereo not drawn) returned TbPYK inhibitor -6%.
COc1ccc(NS(=O)(=O)c2ccc3c(c2)CC(C)N3C(=O)C2CCC2)cc1OC (stereo not drawn) was read as TbPYK inhibitor -13%.
COc1cccc(C2c3cc4c(cc3OC(NNC(N)=O)C2C)OCO4)c1O (stereo not drawn) was read as TbPYK inhibitor -6%.
`O=C(Nc1cccc(Oc2ccccc2)c1)C1Cc2c(-c3ccc4c(c3)OCO4)ccnc2O1` (stereo not drawn) gave TbPYK inhibitor 0%.

Among those listed so far, 6 contain a furan ring, fused or not.
Screening CCOc1ccc(CCNC(=O)c2ccc(CS(=O)(=O)Cc3ccccc3Cl)o2)cc1OCC returned TbPYK inhibitor 5%[15.4 µM].
Screening Cc1ccc(S(=O)(=O)N2CCN(C(=O)[C@H](Cc3ccccc3)NC(=O)c3ccco3)CC2)cc1 returned TbPYK inhibitor 1%.
Screening CCc1ccc(OCC(=O)N(Cc2ccc(C)o2)C2CCS(=O)(=O)C2)cc1 (stereo not drawn) returned TbPYK inhibitor -6%.
For FC(F)(F)c1ccccc1Cc1c(-c2ccco2)nc2ccc(Br)cn12 the results were TbPYK inhibitor -21%.
`Cc1nn2c(-c3ccco3)ccnc2c1-c1ccc(F)cc1` gave TbPYK inhibitor 3%.
Screening CCN(C(=O)CSc1nnc(C)n2c1cc1occc12)c1ccccc1 returned TbPYK inhibitor -1%.

Remaining list, next part
`CN(C(=O)Cc1ccc2c(c1)OCO2)C1CCCN(Cc2ccccc2F)C1` (stereo not drawn) gave TbPYK inhibitor -3%.
For CC1=C(C(=O)OCc2ccc(C)cc2)C(c2c(Cl)cccc2Cl)CC(=O)N1 (stereo not drawn) the results were TbPYK inhibitor 12%.
Cc1oc2ncn(C)c(=O)c2c1C(=O)NCc1ccccc1 was read as TbPYK inhibitor -4%.
`COc1ccccc1C(=O)Nc1ccc(OCc2cc(=O)n3ccsc3n2)cc1` gave TbPYK inhibitor -3%.
For CCOC(=O)c1[nH]c(C)c(CCC(=O)N2CCN(c3cc(Cl)ccc3C)CC2)c1C the results were TbPYK inhibitor 0%.
For c1ccc(N=Nc2ccc3cccccc2-3)cc1 the results were TbPYK inhibitor -1%.
Nc1nc(N)c2cc(Sc3cccc(C(F)(F)F)c3)ccc2n1 was read as TbPYK inhibitor 4%.
COc1ccc(-n2ccn(CC(=O)NCc3ccc(C)cc3)c(=O)c2=O)cc1OC was read as TbPYK inhibitor -5%.
COc1cccc(NC(=O)CSC2=Nc3ccccc3C3=NC(CCC(=O)NCc4ccco4)C(=O)N23)c1 (stereo not drawn) was read as TbPYK inhibitor -8%.
`Cc1ccc(-c2nc3ccc(Br)cn3c2Cc2cccc(Cl)c2)cc1` gave TbPYK inhibitor -3%.
`Cc1c(NC(=O)CC(C)C)cccc1-c1nc2cccnc2s1` gave TbPYK inhibitor 2%.
`Cc1ccc2nc(N(CCN(C)C)C(=O)C3CCN(S(=O)(=O)c4cccs4)CC3)sc2c1` gave TbPYK inhibitor 3%.
Screening CCc1ccc([C@H]2C[C@H]3[C@H]4C(=O)N(c5ccccc5)C(=O)[C@H]4CC(=O)[C@@H]3CN2S(=O)(=O)c2ccc(C)cc2)cc1 returned TbPYK inhibitor -3%.
For CC1CC(=Cc2ccc([N+](=O)[O-])cc2)C(=O)O1 (stereo not drawn) the results were TbPYK inhibitor -2%.
Cc1ccccc1Nc1c(-c2c[nH]c3ccccc23)nc2ccc(Cl)cn12 was read as TbPYK inhibitor -4%.
For CCOC(=O)Cc1ccc(NC(=O)n2ncc3cc(Cl)ccc32)cc1 the results were TbPYK inhibitor 4%.
For CC(C)[C@H](CO)NC(=O)[C@H]1O[C@@H](n2ccc(=O)[nH]c2=O)[C@H](O)[C@@H]1O the results were TbPYK inhibitor 3%.
For COc1ccccc1CNC(=O)CN1C(=O)COc2ccc(S(=O)(=O)Nc3ccccc3)cc21 the results were TbPYK inhibitor 6%.
`CCOc1ccc(-c2cccc(NS(=O)(=O)c3ccc(F)cc3F)c2)nn1` gave TbPYK inhibitor 2%.
Screening Cc1ccc(S(=O)(=O)N(C)[C@H]2C[C@H]3c4[nH]c5ccccc5c4CCN3C[C@H]2[C@H](C)O)cc1 returned TbPYK inhibitor -3%.

The closing three entries of the section before come first, to join the parts:
For COc1ccccc1CNC(=O)CN1C(=O)COc2ccc(S(=O)(=O)Nc3ccccc3)cc21 the results were TbPYK inhibitor 6%.
`CCOc1ccc(-c2cccc(NS(=O)(=O)c3ccc(F)cc3F)c2)nn1` gave TbPYK inhibitor 2%.
Screening Cc1ccc(S(=O)(=O)N(C)[C@H]2C[C@H]3c4[nH]c5ccccc5c4CCN3C[C@H]2[C@H](C)O)cc1 returned TbPYK inhibitor -3%.
`Cc1ccc(CN2COc3c(Cl)cc4c(-c5ccccc5)cc(=O)oc4c3C2)cc1` gave TbPYK inhibitor 3%.
For CSc1cccc(NC(=O)CC(c2ccc(F)cc2)N2Cc3ccccc3C2=O)c1 (stereo not drawn) the results were TbPYK inhibitor -4%.
For COc1ccc(NC(=O)c2c(C(=O)Nc3ccccc3)sc3nc(C)cc(=O)n23)cc1 the results were TbPYK inhibitor -12%.
Cc1ccc(C(=O)Nc2cccnc2)cc1C was read as TbPYK inhibitor -4%.

This is a subset; count on the stated rates, not on these rows.
